Screening data as filed in PubChem BioAssay.
M5 antag = CHRM5 antagonism in calcium assay. 360,000 compounds, 0.59% hits. AID 624040. inhibition, % at 3 µM. CHO-hM5 cells, Fluo-8 calcium fluorescence, ACh EC80;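 active means inhibition above a per-plate cutoff, the mean of that plate's test compounds plus 3 SD, cut at about 27% in these data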;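 further: 0% = acetylcholine EC80 with DMSO and 100% = DMSO without agonist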
Target sequence (P08912 whole entry, looked up): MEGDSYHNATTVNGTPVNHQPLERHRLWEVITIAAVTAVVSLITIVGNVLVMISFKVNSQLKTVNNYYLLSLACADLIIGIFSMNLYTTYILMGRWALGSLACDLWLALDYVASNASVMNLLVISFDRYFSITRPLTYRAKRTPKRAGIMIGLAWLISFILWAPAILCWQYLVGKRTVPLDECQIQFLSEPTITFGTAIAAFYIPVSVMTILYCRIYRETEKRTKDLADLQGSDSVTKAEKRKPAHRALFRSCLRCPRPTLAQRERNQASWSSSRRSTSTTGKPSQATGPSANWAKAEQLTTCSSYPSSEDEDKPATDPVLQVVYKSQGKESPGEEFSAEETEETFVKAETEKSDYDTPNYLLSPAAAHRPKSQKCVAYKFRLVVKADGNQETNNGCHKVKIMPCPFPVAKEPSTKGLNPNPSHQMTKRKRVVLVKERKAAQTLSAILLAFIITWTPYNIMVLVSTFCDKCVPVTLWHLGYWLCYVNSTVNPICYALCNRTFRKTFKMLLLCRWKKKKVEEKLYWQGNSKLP
M4 ag = agonists of human muscarinic M4 receptor (CHRM4) | 360,000 compounds, 0.14% hits | CHO-K1 hM4/Gqi5, Fluo-8 calcium fluorescence; vehicle 0%, full acetylcholine response 100% | P08173 | activation, % at 3 µM;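 active means activation above the run mean over all test wells plus 3 SD, cut at about 32% in these data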;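 further: peak over basal fluorescence ratio per well then scaled between controls; 0% = DMSO wells and 100% = acetylcholine at EC100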
Target sequence (P08173 whole entry, looked up): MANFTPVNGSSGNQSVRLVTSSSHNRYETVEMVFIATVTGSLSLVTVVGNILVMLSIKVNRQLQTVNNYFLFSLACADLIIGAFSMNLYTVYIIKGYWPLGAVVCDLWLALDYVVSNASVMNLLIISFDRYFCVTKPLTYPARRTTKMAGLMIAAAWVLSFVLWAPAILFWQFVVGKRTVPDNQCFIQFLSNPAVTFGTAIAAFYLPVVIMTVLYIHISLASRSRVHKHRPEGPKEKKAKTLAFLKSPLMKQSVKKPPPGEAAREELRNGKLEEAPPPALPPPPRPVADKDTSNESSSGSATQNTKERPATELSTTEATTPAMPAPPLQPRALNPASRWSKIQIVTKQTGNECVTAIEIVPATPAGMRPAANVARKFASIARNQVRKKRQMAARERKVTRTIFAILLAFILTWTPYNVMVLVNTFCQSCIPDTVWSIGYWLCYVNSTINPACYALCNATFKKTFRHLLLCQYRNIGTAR
M5 ag = agonists of human muscarinic M5 receptor (CHRM5); P08912; CHO-K1 hM5 cells, Fluo-8 calcium fluorescence; 0% DMSO wells, 100% maximal acetylcholine response; activation, % at 3 µM; 360,000 compounds, 0.19% hits; AID 624037;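 active means activation above the run's mean over test compounds plus 3 SD, cut at about 23% in these data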;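 further: signal is peak over basal fluorescence ratio across the kinetic read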
M5 PAM = potentiates acetylcholine response at human M5 receptor | P08912 | 360,000 compounds, 0.3% hits | AID 624038 | CHO-K1 hM5, Fluo-8 calcium, ACh EC20 PAM; 0% = ACh EC20, 100% = ACh EC100 | activation, % at 3 µM;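 active means activation above the run cutoff, the mean activation of all test compounds plus 3 SD, cut at about 18% in these data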
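System: CHO-K1 hM5 cells. Reagent: acetylcholine, EC20 level. Compound dosing: single dose, 3 µM nominal final test concentration. Timing: Post-acetylcholine fluorescence recording 140 s. Detection: Fluo-8 calcium fluorescence. Read-out: % activation, ACh-normalized. Benchmarks: ACh EC20 and EC100 wells. Repeats: singlicate, one well per test compound.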
CHRM4 antagonist = antagonists of human muscarinic M4 receptor (CHRM4). inhibition, % at 3 µM. AID 624125. CHO-hM4 cells, ACh EC80, Fluo-8 calcium fluorescence. 360,000 compounds, 0.73% hits;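 active means inhibition above its plate's cutoff, the mean inhibition of sample wells plus 3 SD, cut at about 27% in these data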;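 further: 0% = acetylcholine EC80 with DMSO and 100% = DMSO without agonist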
M1 PAM = human CHRM1 positive allosteric modulation; CHO-K1 hM1, Fluo-8 calcium fluorescence, ACh EC20; 0% = ACh EC20, 100% = maximal ACh; activation, % at 3 µM; 360,000 compounds, 0.088% hits; in the data active means activation above about 19%, passing the limit was not always enough
CRFBP-R2 agonist = agonists of human CRF-binding protein/CRF-R2 receptor complex; HEK293 CRF-R2/CRF-BP, calcium dye fluorescence (FLIPR); percent of saturating CRF peptide response; activation, % at 13.2 µM; 350,000 compounds, 0.46% hits; AID 588473;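 active means activation of at least 50%, plus an integration ratio under a set limit after plate pattern correction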;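 further: plate controls were neutral control wells without compound for no effect and CRF at EC100 for full effect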
M4 PAM = potentiates acetylcholine response at human M4 receptor; P08173; CHO-K1 hM4/Gqi5, Fluo-8 calcium fluorescence, ACh EC20; 0% = ACh EC20, 100% = maximal ACh; activation, % at 3 µM; 360,000 compounds, 0.4% hits; AID 624126;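 active means activation above its plate's cutoff, the mean activation of sample wells plus 3 SD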; further: some results filed as inactive read as strong as hits
M1 antag = human CHRM1 antagonism; CHO-K1 hM1, Fluo-8 calcium fluorescence, ACh EC80 antagonist; inhibition, % at 3 µM; 360,000 compounds, 1.3% hits; AID 588852;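 active means percent inhibition above its own plate's cutoff, namely the mean of that plate's compound wells plus 3 SD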;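 further: peak over basal fluorescence ratio during 140 s after agonist addition; 0% = ACh EC80 plus DMSO and 100% = DMSO alone without agonist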
Numbers without * were called inactive.

Every second line gives: M5 antag, M4 ag, M5 ag, M5 PAM, CHRM4 antagonist, M1 PAM, CRFBP-R2 agonist, M4 PAM, M1 antag
O=C(Cc1cccc(C(F)(F)F)c1)NCC(c1ccco1)N1CCCCC1 (stereo not drawn)
 : 1.7, 1.4, -11.2, 0.7, 1.2, 5.3, -0.2, 3.9, -6.6
CCN1CCN(C(=O)c2ccc(CSc3ccc(C)cc3)cc2)CC1
 : -1.6, 8.4, -1.6, -3.3, 9.9, -16.3, -1.7, 0.0, -2.4
Cc1cccc(OCCC(=O)OCC(=O)N2CCc3ccccc32)c1
 : 0.8, 2.2, -3.7, 1.9, -3.4, 12.9, -3.4, -0.3, 4.6
CCOC(=O)n1c(=O)n(Cc2ccc(Cl)c(Cl)c2)c2ccccc21
 : 9.9, -0.7, -2.5, 1.5, -4.0, 6.8, 1.2, 3.2, -10.7
Cc1ccc(C=Nc2cccnc2N)cc1
 : -0.3, 3.6, 6.6, -4.2, -5.3, 4.7, 34.6, -1.9, 0.7
Cc1nnc(SC(C(=O)Nc2cc(Cl)cc(Cl)c2)c2ccccc2)[nH]c1=O (stereo not drawn)
 : -5.1, 0.9, 8.2, 4.6, 9.5, 4.9, 0.1, -2.2, -1.1
CCOc1ccc(CCN2CN(CC)CNC2=S)cc1OCC
 : -3.2, 0.0, -3.8, -4.3, -2.2, 7.2, -2.2, -3.4, -9.0
CCn1ncc(/C=N\NC(=O)Cc2ccc([N+](=O)[O-])cc2)c1C
 : 6.0, 1.5, -0.5, -6.7, 14.1, 5.3, -2.1, -10.5, -3.9
CN(CCO)C1=CC(=O)CC(C)(C)C1
 : 2.6, 0.4, 0.2, -2.9, 5.9, 2.8, -1.1, -3.8, -1.9
NC(=S)N/N=C1\CCOc2ccc(Cl)cc21
 : -0.8, 2.8, 7.6, -0.2, 1.6, 1.1, -6.9, -9.4, -5.5
Cn1c(=O)[nH]c(=O)c2c1nc(Sc1ccccc1)n2CCc1ccccc1
 : -4.0, 0.4, 1.3, -0.9, -19.8, 7.0, 0.0, 10.0, -14.0
CC1CCN(S(=O)(=O)c2ccc(Cl)cc2Br)CC1
 : -10.8, -2.4, -0.3, 3.6, 0.7, 6.6, 2.0, 16.0, -8.8
Cc1ccc(-c2ccc(CN3C(C(C)C)C(=O)N(Cc4cn(CCC5OCCCO5)nn4)CCS3(=O)=O)cc2)cc1 (stereo not drawn)
 : 15.6, 0.8, -1.3, -5.1, -7.3, 14.5, -1.1, 2.6, -15.3
O=C(Cc1ccccc1)NC(=S)Nc1ccc(N2CCCCC2)cc1
 : -7.2, -0.1, -0.5, 1.0, -13.0, -6.3, -0.2, -1.7, 4.1
O=C(N/N=C/c1ccccn1)c1ccccc1
 : -5.8, 1.0, -3.3, -3.3, -4.3, 4.2, 0.7, 3.7, 6.9
CCN(CC)S(=O)(=O)c1cccc(N2CC(O)=C(c3ccccc3)C2=N)c1
 : 9.9, 0.1, -2.1, -3.4, -3.0, 15.3, 0.6, -5.6, -5.3
S=C(NCc1ccncc1)Nc1ccccc1
 : -2.4, 0.4, -1.2, 0.4, -2.5, 12.9, -1.2, 11.9, -13.5
COCCCN(C(=O)C1=COCCO1)c1c(N)n(Cc2ccccc2)c(=O)[nH]c1=O
 : -2.4, -0.4, 0.4, -0.7, -4.2, 1.2, 2.1, -2.7, -8.7
CCOc1ccc(CCNC(=O)c2ccc3ccccc3n2)cc1OCC
 : 2.6, 6.7, -2.0, -4.6, -2.3, 2.7, -0.2, -6.5, -0.5
CCCc1nc2c(=O)[nH]c3ccccc3c2o1
 : 1.1, 0.6, 0.1, 18.6*, -8.9, 9.6, 0.2, 10.1, -8.2
CC(C)CNC(=O)/C=C/C=C/c1ccc2c(c1)OCO2
 : 6.7, 3.0, 1.9, -5.8, -16.1, 3.3, 0.1, 6.4, -2.2
O=C1C=C(c2ccc3ncccc3c2)C[C@@H](c2ccc(Cl)cc2)C1
 : 5.3, 8.7, -1.1, -7.5, 4.3, 1.4, 0.8, -2.6, -6.7
CCC(=O)Nc1cccc(C(=O)OCc2cccc([N+](=O)[O-])c2)c1
 : 7.0, 3.9, 1.2, -6.5, 7.0, -11.9, -1.3, -12.0, 13.4
CSc1ncccc1C(=O)OCC(=O)NC1CCS(=O)(=O)C1 (stereo not drawn)
 : -0.2, 0.6, 1.0, 4.0, 7.0, 0.1, -1.1, 26.4, 0.2
CCOc1ccc(N(CC(=O)NCCSCc2ccc(Cl)cc2)S(C)(=O)=O)cc1
 : 3.4, 2.4, -5.8, 0.2, -2.5, 8.4, 0.8, -1.9, -15.8
O=C1C2CC=CCC2C(=O)N1c1ccc(NCCc2cccc(F)c2)c([N+](=O)[O-])c1 (stereo not drawn)
 : -3.0, 1.1, 1.3, -0.1, 1.9, 4.1, 0.2, -2.6, -8.5
C=CCn1c(CCNC(=O)c2ccccc2F)nnc1SCC(=O)Nc1ccccc1F
 : 13.9, 1.2, -6.0, -4.9, -2.3, 14.4, -0.6, 1.5, -20.4
COc1cc(/C=N/NC(=O)CNC(=O)/C=C/c2ccco2)cc(OC)c1OC
 : 7.6, 1.5, -4.8, 3.9, 7.1, 10.8, 1.5, -5.4, -1.6
O=C(Nc1cccnc1)C1(c2ccc(Cl)cc2)CCCC1
 : 10.8, 1.2, -6.4, -4.4, 3.5, 2.5, 1.4, -0.7, -3.5
Cc1cc(Nc2ccc(Cl)cc2)n(-c2cccc(Cl)c2)n1
 : -3.2, -1.6, -4.1, -9.3, 8.4, 5.5, 3.1, -4.9, -3.9
O=c1[nH]nc(-c2cccs2)c2ccccc12
 : 9.2, 0.1, -0.9, -4.5, 4.9, 11.0, -1.3, -3.8, -2.3
O=C(NCC1CCCO1)C1c2ccccc2C(=O)N1C1CCCCCCC1 (stereo not drawn)
 : 10.1, 1.4, -3.1, 1.9, -2.4, 5.0, 5.6, 6.1, -9.5
COc1ccc(NC(=O)c2c(C(F)(F)F)nn(C)c2SCc2ccccc2Cl)cc1
 : 5.0, 1.1, -5.8, -7.9, 6.3, -12.3, -0.5, -20.1, -3.9
COc1ccc(S(=O)(=O)Nc2ccc(Nc3ccccc3)cc2)cc1
 : 4.7, 5.2, 3.7, 1.8, 0.2, 12.2, -0.9, 1.1, -12.3
Cc1ccc(CSc2nnc([C@@H]3CCCN3C(=O)OC(C)(C)C)o2)cc1
 : 7.7, 4.1, -1.5, -9.8, -1.3, 5.1, -1.1, -8.8, 2.8
COc1ccc(NC(=O)Nc2cccc3c2O[C@H](CN(C)C(=O)Nc2ccc4c(c2)OCO4)[C@@H](C)CN([C@H](C)CO)C3=O)cc1
 : 23.5, 15.9, 2.7, -27.9, 14.1, -23.4, -0.4, -9.6, 33.3*
Cc1ccc(S(=O)(=O)n2cnc3ccccc32)cc1[N+](=O)[O-]
 : 2.2, -0.2, -2.6, -1.0, -3.6, 14.7, -2.1, -4.7, -4.5
Cc1cccc(NC(=O)C2CCCN(S(=O)(=O)c3ccc4[nH]c(=O)ccc4c3)C2)c1 (stereo not drawn)
 : -3.6, 1.4, -0.4, -5.4, -10.0, -1.9, -0.8, 0.4, -18.4
CCOC(=O)c1cc2[nH]c3ccccc3c2[n+](-c2ccc([N+](=O)[O-])cc2)c1N
 : 0.7, 0.3, -6.4, -0.8, 8.1, 5.0, -0.6, -2.4, -4.7
CCOC(=O)C1CCCN(C2CC(=O)N(c3ccc(NC(C)=O)cc3)C2=O)C1 (stereo not drawn)
 : 4.3, 1.1, 8.7, -0.1, -3.8, -12.0, 3.2, 9.7, 5.8
CCCCNC(=O)O[C@@H]1C[C@H]2CCCC(=O)N3CC[C@@H](C1)[C@@H]23
 : 2.8, 1.4, 3.9, 6.7, 5.0, 4.8, -1.4, 9.0, -1.9
CC(OC(=O)C1CC(=O)N(Cc2ccco2)C1)C(=O)Nc1ccc(F)cc1Cl (stereo not drawn)
 : -4.8, 0.8, 3.4, 7.8, 5.8, 3.5, -1.9, 5.7, -0.5
Cc1ccc(CNC(=O)C2CCN(S(=O)(=O)c3cccnc3)CC2)cc1
 : 0.4, 1.7, -2.8, -0.5, -5.4, 2.5, -0.3, -1.2, -6.7
N#CC(c1ccccc1)c1cccc(Cl)n1 (stereo not drawn)
 : -8.5, 0.4, -3.3, 4.6, -2.5, 5.6, -0.7, 2.1, 1.3
COc1ccc(CCN2C(=O)C3C4CC(C5C(C(=O)O)=NOC45)C3C2=O)cc1OC (stereo not drawn)
 : -9.1, 0.0, -1.2, -0.9, -8.4, -2.1, -0.4, 0.9, 3.9
CS(=O)(=O)N(Cc1ccccc1)c1ccc(C(=O)Nc2cccnc2)cc1
 : -1.0, 4.6, 2.5, 0.0, -4.4, 1.6, 8.8, 1.9, -4.1
O=C(NCCc1ccccc1)C(=O)N/N=C/c1ccccc1C(F)(F)F
 : 9.1, 1.4, 0.9, -6.2, -3.7, 9.1, 3.0, -4.5, -1.3
COc1ccc(/C=C(/NC(C)=O)C(=O)O)cc1
 : -4.0, -0.1, -0.3, 3.5, 10.4, 3.8, -1.0, 7.0, -1.1
CCO[C@H]1OC(C(=O)Nc2ccccc2)=C[C@@H](c2cn(C(C)=O)c3ccccc23)[C@@H]1CCCO
 : 9.9, 11.3, 1.6, -5.5, 7.5, 7.6, 20.7, 10.3, 7.0
Cc1ccc(C(C(=O)NC(C)(C)C)N(Cc2ccco2)C(=O)CCC(=O)Nc2ccccn2)cc1 (stereo not drawn)
 : 13.9, 1.6, -2.8, -2.2, -7.5, 14.8, -1.7, -0.6, -13.4
CCOC(=O)C1CCCN(C(=O)Nc2ccccc2)C1 (stereo not drawn)
 : -6.1, 0.8, 21.1, -9.2, -6.1, -23.0, -2.3, 2.1, 10.8
Cc1ccc(NS(=O)(=O)c2ccc(C(=O)NCCN3CCOCC3)cc2)cc1
 : 6.4, 0.4, 3.7, 2.1, -2.2, 8.6, 5.8, 13.0, -12.1
O=C1CSC(c2cccnc2)N1Cc1ccc(Cl)c(Cl)c1 (stereo not drawn)
 : -0.5, 0.9, -3.1, -0.9, -0.7, 8.1, -1.0, -6.4, -15.4
COc1ccc(N(C)C(=O)c2sc(Cl)nc2C)cc1
 : -18.0, -0.3, 2.1, 1.7, -11.7, 11.4, 0.9, 8.7, -25.6
CCC(c1nnc(SCC(=O)Nc2cccc(S(N)(=O)=O)c2)n1Cc1ccccc1)N(C)C (stereo not drawn)
 : 3.6, 0.1, -2.0, -0.6, 4.7, 18.8, 0.1, 2.5, -23.0
O=C1C2C3C=CC(C3=C3CCCCC3)C2C(=O)N1Cc1ccccc1 (stereo not drawn)
 : 7.4, 5.9, 8.8, -1.4, 9.3, 2.5, 13.3, 3.1, -0.8
CCOC(=O)C1=C(N)OC2=C(C(=O)CCC2)C1c1ccccc1OCC (stereo not drawn)
 : 4.7, 1.7, -0.5, -2.0, 0.2, -3.9, 1.0, 0.2, 3.9
COc1ccc2c(ccc[n+]2[O-])c1
 : -1.1, 1.3, 1.9, 4.6, -4.8, -1.5, -4.0, 4.6, -1.6
C=CCN1C(=O)c2ccc(C(=O)N(CC)CC(=O)Nc3c(F)cccc3F)cc2C1=O
 : -7.2, 5.8, 4.3, -2.9, -9.5, 2.1, -2.0, 3.1, -7.7
O=C(O)c1cccc(S(=O)(=O)Nc2ccc(O)cc2Sc2nc3ccccc3s2)c1
 : 9.7, 0.1, 0.0, -2.5, 3.9, 31.9*, 0.6, 9.5, 4.6
Cc1cc(NC(=O)CSc2nnc(NCc3ccco3)s2)no1
 : -2.6, -0.7, -0.1, 4.8, -4.0, 17.9, 0.5, 9.4, -9.8
